Compound activity: PubChem, Broad Institute
PAX8 reporter: inhibitors of PAX8-driven TPO luciferase reporter, primary screen, RMG-I cells, single concentration; SteadyGlo, 24 h; inhibition, % at 12.6 µM; 360,000 tested, 1.2% active;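 active means mean replicate inhibition at least 60% with every replicate also reaching 60%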;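 further: luciferase light reporting Pax8 driven TPO promoter activity; plate controls were median of neutral control wells for no effect and mitoxantrone controls for full effect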
PGC1a acetyl inh: inhibitors of PGC1a acetylation signal, primary screen, cell-based, U2OS, AlphaScreen, inhibitor mode; inhibition, % at 15.6 µM; 350,000 tested, 0.17% active; AlphaScreen anti-acetyl-lysine; with virally co-expressed GCN5 acetyltransferase;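 active means every replicate shows inhibition of at least 40%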;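 further: 0% = neutral control wells and 100% = positive control wells; some results beyond the cut were filed as inactive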
ARNT-TACC3 inh: disruptors of ARNT/TACC3 protein interaction, primary screen, biochemical, AlphaScreen, single concentration. inhibition, % at 9.99 µM. 390,000 tested, 0.66% active. Transforming acidic coiled-coil-containing protein 3 (Homo sapiens), Q9Y6A5. AID 623870, 2012. AlphaScreen His-ARNT PAS-B/GST-TACC3 binding, luminescence; TACC3 fragment carries E629A point mutation;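 active means mean inhibition of replicates at least 50% and at least half of replicates each reaching 50%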;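 further: 0% = complete ARNT plus TACC3 wells and 100% = ARNT alone without TACC3; many hits fall short of the cut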
LGR2 antag: inhibitors of bursicon-induced LGR2 CRE-luciferase signal, primary screen, cell-based, HEK293, CRE-luciferase reporter, bursicon stimulation | bursicon-stimulated, 4 h | inhibition, % at 9.99 µM | 380,000 tested, 0.35% active | AID 720647, 2013;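 active means drop in luminescence signal, shown as inhibition above about 50% in the replicate tests, limit read from the data, passing the limit was not always enough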;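 further: agonist challenge used bursicon conditioned medium at about half maximal strength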
PglD DTNB: C. jejuni PglD acetyltransferase inhibitors, primary screen, biochemical, DTNB colorimetric, single point; UDP-N-acetylbacillosamine N-acetyltransferase PglD (Campylobacter jejuni); purified PglD enzyme, DTNB colorimetric CoA detection; inhibition, % at 12.5 µM; 360,000 tested, 0.098% active; in the data active means inhibition above about 16%, passing the limit was not always enough; further: strong numbers were not always called active
Cneo AK release: Cryptococcus neoformans cell lysis inducers, primary screen, AK release luminescence, single concentration. C. neoformans lysis, adenylate kinase release luminescence, 4 h; normalised: neutral wells 0, clomiphene wells 100. lysis activity, % at 15 µM. 360,000 tested, 0.2% active. AID 651654, 2012;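 active means mean lysis activity across replicates of at least 80%, whatever share of replicates individually reach that level; inactive means mean lysis activity below 80%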
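Signal: Adenylate kinase release luminescence | Assay system: Log-phase Cryptococcus neoformans yeast cells | Input: Cells at 5 × 10^6 per mL | Buffer or medium: Fresh YPD growth medium | Compound: Single dose | Schedule: Static 4 h at 37 °C with compound, 1 h detection | Controls: Clomiphene | Read-out: Luminescence rise reflecting yeast cell lysis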
C2C12 statin: suppressors of statin myotoxicity in C2C12 myotubes, primary screen, cell-based, single point, plate reader. C2C12 myotubes + simvastatin, ATP luminescence, 48 h; scaled: DMSO 0, geranylgeraniol control 100. rescue of ATP level, % at 7.49 µM. 330,000 tested, 0.78% active. AID 602340, 2012;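 active means mean ATP rescue above about 67%, or every replicate alone reaching that limit, limit read from the data, passing the limit was not always enough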;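 further: myotubes were challenged with 10 µM simvastatin during compound exposure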
GSIS activator: GLuc luminescence reporter in INS-1E cells, primary screen for activators of glucose-dependent secretion of insulin; 370,000 tested, 0.61% active; activation, % at 16.6 µM; AID 743287, 2014; INS-1E GLuc reporter insulin secretion, 2-3 h;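 active means lowest replicate activation of at least 40%, so every replicate reaches that level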;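 further: 0% = median of neutral control wells and 100% = median of IBMX positive control wells; some compounds called inactive have numbers as strong as hits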
* = called active by the depositor; . = not tested or not shown. An unsorted share of the library; 2.9% or so of the library scored in one or more.

1. O=C(Nc1ccc(F)cc1)Nc1nnc(-c2ccccc2)o1
2. COC(=O)c1cc(CNC(=O)CC(C)c2ccccc2)ccc1OC (configuration not stated)
3. COc1ccc(S(=O)(=O)N(C)C[C@H]2Oc3ccc(N(C)C)cc3CC(=O)N([C@H](C)CO)C[C@@H]2C)cc1
4. O=Cc1ccc(OCc2cn3ccccc3n2)cc1
5. Cc1ccc(Cl)cc1N1CCN(Cc2nnnn2C2CCCCC2)CC1
6. O=C(C[C@H]1C=C[C@@H](NS(=O)(=O)c2ccc(F)cc2)[C@@H](CO)O1)N1CCN(c2ccccc2)CC1
7. CC(C)CC#Cc1cnc2c(c1)C(=O)N([C@@H](C)CO)C[C@H](C)[C@@H](CN(C)Cc1ccc(F)cc1)O2
8. COC(=O)C(C)Sc1nnc(-c2ccncc2)o1 (configuration not stated)

Compound	1	2	3	4	5	6	7	8
PAX8 reporter	6	15	-5	-106	.	-11	.	10
PGC1a acetyl inh	2	-2	1	.	-8	-4	-3	1
ARNT-TACC3 inh	2	30	3	23	-11	7	1	.
LGR2 antag	-1	13	5	-9	.	16	-1	-4
PglD DTNB	0	0	-3	1	3	-3	-3	10
Cneo AK release	1	6	-4	-2	2	1	-1	2
C2C12 statin	7	0	-15	-5	-5	10	.	-4
GSIS activator	2	6	3	10	.	-13	-4	3

9. CCn1nnc(NC(=O)c2cccc(-c3cc4ccccc4oc3=O)c2)n1
10. Cc1ccc(S(=O)(=O)N(C)C[C@H]2Oc3ccc(NC(=O)c4ccncc4)cc3C(=O)N([C@@H](C)CO)C[C@@H]2C)cc1
11. CCOC(=O)Nc1nnc(CCc2ccccc2)s1
12. Cc1cccc2cc3c(NC(=O)C(C)C)nn(C)c3nc12
13. COc1ccc(S(=O)(=O)N(C)C[C@@H]2OCCCC[C@@H](C)Oc3ccc(NC(=O)Nc4ccccc4)cc3C(=O)N([C@H](C)CO)C[C@H]2C)cc1
14. C[C@H]1CCCCO[C@H](CN(C)Cc2ccncc2)[C@@H](C)CN([C@@H](C)CO)C(=O)c2cc(NC(=O)Nc3ccc(C(F)(F)F)cc3)ccc2O1
15. Cc1ccccc1CS(=O)(=O)c1ccc(C(=O)N2CCOCC2)cc1[N+](=O)[O-]
16. O=C(NCC[C@H]1CC[C@@H](NC(=O)C2CCCCC2)[C@H](CO)O1)Nc1ccc(Cl)cc1

Compound	9	10	11	12	13	14	15	16
PAX8 reporter	.	-4	.	.	19	58	30	3
PGC1a acetyl inh	7	-5	.	6	-3	4	-25	-20
ARNT-TACC3 inh	-4	-6	3	-7	-8	-5	-24	-3
LGR2 antag	15	17	.	.	16	12	-15	-6
PglD DTNB	6	-1	-2	4	-1	-1	5	3
Cneo AK release	1	-2	0	-1	0	-2	-3	-4
C2C12 statin	-2	6	9	-43	.	.	36	-4
GSIS activator	1	11	.	.	-12	-10	2	-9

17. Cc1ccc(S(=O)(=O)N2CCCN(C(C)c3nc4ccccc4c(=O)[nH]3)CC2)cc1 (configuration not stated)
18. c1ccc(-c2ncc(CN3CCN(c4ccccn4)CC3)[nH]2)cc1
19. C[C@H](CO)N1C[C@H](C)[C@H](CN(C)S(C)(=O)=O)Oc2ccc(NC(=O)NC3CCCCC3)cc2CC1=O
20. CCOC(=O)c1cc2c(c(-c3cccc(Br)c3)n1)[C@@H](CCO)N(C(=O)NC(C)C)C2
21. C[C@@H]1CCCCO[C@@H](CN(C)S(=O)(=O)c2ccccc2)[C@@H](C)CN([C@@H](C)CO)C(=O)c2cc(NC(=O)Nc3cccc4ccccc34)ccc2O1
22. CCN(C(=O)COC(=O)c1c2c(nc3ccccc13)CCC2)c1c(N)n(Cc2ccccc2)c(=O)[nH]c1=O
23. C[C@@H]1CN([C@H](C)CO)C(=O)c2cc(NC(=O)NC3CCCCC3)ccc2O[C@@H](C)CCCCO[C@H]1CN(C)Cc1ccc(C(F)(F)F)cc1
24. COc1ccc(CN(C)C[C@H]2Oc3ccc(NC(=O)Nc4c(C)noc4C)cc3CC(=O)N([C@@H](C)CO)C[C@@H]2C)cc1

Compound	17	18	19	20	21	22	23	24
PAX8 reporter	18	-2	6	-23	-3	12	105*	-2
PGC1a acetyl inh	6	27	2	.	-4	6	11	-3
ARNT-TACC3 inh	14	-1	8	.	-34	2	11	-7
LGR2 antag	14	-5	-6	-3	5	-12	3	-1
PglD DTNB	-2	-4	-5	.	3	1	2	1
Cneo AK release	4	-1	0	.	-2	0	2	-3
C2C12 statin	-3	79*	-5	17	.	-18	.	15
GSIS activator	-12	1	11	-1	16	-11	13	15

25. CCCCn1nnnc1SCC(=O)Nc1ccc(C)cc1
26. O=C(N/N=C/c1cccnc1)C1CCCN(S(=O)(=O)c2ccccc2)C1 (configuration not stated)
27. C[C@@H]1CN([C@@H](C)CO)C(=O)c2cccc(NC(=O)C3CC3)c2O[C@H]1CN(C)S(=O)(=O)c1cn(C)cn1
28. COC(=O)c1nc(NC(=O)c2ccc(F)cc2)n[nH]1
29. CCNC(=O)C[C@@H]1CC[C@H](NS(=O)(=O)c2ccc(F)cc2)[C@H](CO)O1
30. C[C@@H]1CN([C@@H](C)CO)C(=O)CCCn2cc(nn2)CO[C@@H]1CN(C)C(=O)Nc1ccc(C(C)(C)C)cc1
31. O=C(CSc1nnc(-c2ccco2)o1)NCC(=O)c1ccccc1
32. C[C@@H](O)CC#Cc1ccc2oc(=O)c(-n3cc(-c4ccsc4)nn3)cc2c1

Compound	25	26	27	28	29	30	31	32
PAX8 reporter	8	.	8	2	1	-1	.	7
PGC1a acetyl inh	-14	3	-2	.	-2	15	-15	-3
ARNT-TACC3 inh	44	2	-7	-37	-8	.	1	15
LGR2 antag	.	.	23	8	-9	-8	.	-12
PglD DTNB	5	2	0	.	1	.	-6	-6
Cneo AK release	-6	-1	-1	.	0	.	0	-2
C2C12 statin	1	-2	-9	.	-3	2	7	0
GSIS activator	.	.	21	-3	-7	18	.	7

Whole records, looked up by structure. Screens in order: PAX8 reporter	PGC1a acetyl inh	ARNT-TACC3 inh	LGR2 antag	PglD DTNB	Cneo AK release	C2C12 statin	GSIS activator
Listed for COC(=O)c1nc(NC(=O)c2ccc(F)cc2)n[nH]1 : 2	.	-37	8	.	.	.	-3
Listed for O=C(CSc1nnc(-c2ccco2)o1)NCC(=O)c1ccccc1 : .	-15	1	.	-6	0	7	.
Listed for CCNC(=O)C[C@@H]1CC[C@H](NS(=O)(=O)c2ccc(F)cc2)[C@H](CO)O1 : 1	-2	-8	-9	1	0	-3	-7

Other results.
33. CO[C@H](CN(C)S(=O)(=O)c1cn(C)cn1)[C@@H](C)CN(C(=O)Nc1ccc(F)cc1)[C@@H](C)CO
34. N#C[C@H]1[C@H](c2ccc(C3=CCCCC3)cc2)[C@@H](CO)N1C(=O)Cc1ccncc1
35. Cc1cc2ccccc2c(=O)n1CC(=O)NCC(=O)N(C)C1CCCCC1
36. N=C1SC(CC(=O)Nc2ccc([N+](=O)[O-])cc2)C(=O)N1c1ccccc1 (configuration not stated)
37. Cc1oc(-c2ccccc2)nc1C(=O)N1CCN(c2ccc(F)cc2)CC1
38. CC(C)C[C@@H](CN)NC(=O)c1nc[nH]c1C(=O)N[C@@H](C)C(=O)CNC[C@H](CC(C)C)NC(=O)c1nc[nH]c1C(=O)N[C@@H](CC(=O)O)C(=O)O
39. COc1ccc(S(=O)(=O)N(C)C[C@@H]2Oc3ncc(C#CCN(C)C)cc3C(=O)N([C@H](C)CO)C[C@@H]2C)cc1
40. Cc1ccc(S(=O)(=O)N/N=C/c2cccc(OC3CSC3)c2)cc1

Compound	33	34	35	36	37	38	39	40
PAX8 reporter	.	2	7	9	-26	-6	.	0
PGC1a acetyl inh	13	-2	.	-59	-1	1	-4	8
ARNT-TACC3 inh	-7	-6	-2	-2	-1	-3	-4	5
LGR2 antag	-20	10	.	10	-14	-8	2	1
PglD DTNB	-1	0	-3	7	8	-8	-1	6
Cneo AK release	-4	-6	1	-2	2	3	1	-6
C2C12 statin	-3	28	.	.	2	-5	-10	.
GSIS activator	3	9	.	-7	-8	6	34	-43

41. Cc1cccc(C(=O)NC2CCN(CC(=O)Nc3cccc(Cl)c3)CC2)c1
42. Cc1occc1C(=O)NNC(=O)Nc1ccc(Cl)c(Cl)c1
43. N#Cc1ccc(CO/N=C/c2ccccc2)cc1
44. CC(C)(C)C(=O)O/N=C1\CCS(=O)(=O)c2sccc21
45. CC1CCCCN1S(=O)(=O)c1ccc(-n2cnnn2)cc1 (configuration not stated)
46. C/C=C/c1ccc2c(c1)O[C@H](CN(C)C(=O)c1cnccn1)[C@@H](C)CN([C@H](C)CO)S2(=O)=O
47. CC(C(=O)Nc1cc([N+](=O)[O-])ccc1Cl)N1CCN(c2ccccc2)CC1 (configuration not stated)
48. C=CCn1c(=N)n(CC(O)COc2ccccc2OC)c2ccccc21 (configuration not stated)

Compound	41	42	43	44	45	46	47	48
PAX8 reporter	7	5	-34	8	9	-4	-20	6
PGC1a acetyl inh	.	-7	-11	.	-11	18	8	-1
ARNT-TACC3 inh	.	-1	-9	-3	-56	-3	-20	2
LGR2 antag	19	-7	-18	-16	-2	6	-2	10
PglD DTNB	-1	4	.	.	.	-2	.	3
Cneo AK release	-1	0	.	.	.	74	.	0
C2C12 statin	0	.	-6	.	-6	1	1	-9
GSIS activator	-12	-6	9	1	6	13	3	.

49. Cc1noc(C)c1NC(=O)N[C@@H]1C=C[C@H](CC(=O)Nc2ccc(-c3ccccc3)cc2)O[C@H]1CO
50. CC(=O)N(C)C[C@H]1Oc2cc(C#Cc3ccccc3)ccc2S(=O)(=O)N([C@@H](C)CO)C[C@H]1C
51. N#C[C@@H]1[C@@H](c2ccccc2-c2ccccc2)[C@H](CO)N1C(=O)Cc1ccccc1
52. O=c1[nH]c(C2CCN(S(=O)(=O)Cc3ccccc3)CC2)nc2c1nnn2Cc1ccccc1Cl
53. CCn1c(NCc2cc(OC)c(OC)c(OC)c2)nc2ccccc21
54. NS(=O)(=O)c1ccc(CCNC(=O)CN2CCC(Cc3ccccc3)CC2)cc1
55. CN1CCC(NC(=O)Nc2ccc(Br)cc2)CC1
56. O=C(COC(=O)c1ccccc1C(=O)c1ccc(Cl)cc1)NCCc1ccccc1

Compound	49	50	51	52	53	54	55	56
PAX8 reporter	-8	.	-8	22	11	22	-19	6
PGC1a acetyl inh	4	-17	6	.	-2	6	-8	.
ARNT-TACC3 inh	-1	0	.	-1	1	1	0	3
LGR2 antag	1	-4	9	7	-5	13	-4	20
PglD DTNB	1	0	.	3	-1	.	.	-3
Cneo AK release	-1	-4	.	0	-2	.	.	4
C2C12 statin	-1	-17	.	-4	-14	-7	-3	.
GSIS activator	-1	-40	-9	-33	1	-15	-11	-19

A different layout for part of the listing above:
[35] Cc1cc2ccccc2c(=O)n1CC(=O)NCC(=O)N(C)C1CCCCC1
  PAX8 reporter: 7; PGC1a acetyl inh: .; ARNT-TACC3 inh: -2; LGR2 antag: .; PglD DTNB: -3; Cneo AK release: 1; C2C12 statin: .; GSIS activator: .

[36] N=C1SC(CC(=O)Nc2ccc([N+](=O)[O-])cc2)C(=O)N1c1ccccc1 (configuration not stated)
  PAX8 reporter: 9; PGC1a acetyl inh: -59; ARNT-TACC3 inh: -2; LGR2 antag: 10; PglD DTNB: 7; Cneo AK release: -2; C2C12 statin: .; GSIS activator: -7
